A549 viability = Nrf2 qHTS screen for inhibitors: counterscreen for cytotoxicity; A549 ARE-Fluc cells, CellTiter-Fluor viability, 18-24 h; hit rate 0.16% among 390,000; Potency, µM (top dose mostly 46 µM), for inactives: top-dose activity change, negative = cytotoxicity, usual class: inhibitors; further: on the % scale 0 is the no-effect control and ±100 the full control effect
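Cytotoxicity counterscreen: CellTiter-Fluor fluorescence was measured in A549 ARE_Fluc cells after 18-24 h of compound exposure in a concentration series. The subsequent BugLite luminescent read reports ARE-luciferase activity.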
ATXN2 expr inh = Primary qHTS for Inhibitors of ATXN expression; HEK-293 ATXN2-luciferase reporter, luminescence, 24 h; Potency, µM (titrated, usually from 57 µM), for inactives: top-dose activity change, negative = inhibition, usual class: inhibitors; hit rate 0.72% among 360,000; further: on the % scale 0 is the no-effect control and ±100 the full control effect; nearly all actives have a fitted effect of over 55% in size
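qHTS (up to 57 uM final) was run with 24 h compound exposure of reporter cells at 37 °C. Each well was multiplexed: SteadyGlo luminescence measured ATXN2-luciferase expression after a fluorogenic Gly-Phe-AFC viability readout (25 uM final).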
MCF10A rerep = A quantitative high throughput screen for small molecules that induce DNA re-replication in MCF 10a normal breast cells. Potency, µM (top dose mostly 46.1 µM), for inactives: at the top dose activity, positive = re-replication, most hits filed as activators. MCF 10A DNA re-replication, Hoechst nuclear intensity, 48 h. AID 624296, 2012. hit rate 2.9% among 350,000; further: % of control where 0% means no effect; nearly all actives have a fitted effect of over 50% in size
S2 tox = Viability Counterscreen for Primary qHTS for Inhibitors of ATXN expression; AID 651635, 2014; hit rate 0.49% among 400,000; Potency, µM (titrated, usually from 56.7 µM), actives largely listed as cytotoxic; S2 cells (HEK-293 line with an ATXN2-luciferase reporter) viability, CellTiter-Fluor protease fluorescence, 24 h; further: nearly all actives have a fitted effect of over 40% in size
Nrf2 inh = Nrf2 qHTS screen for inhibitors. A549 ARE-Fluc reporter, luciferase luminescence, 18-24 h. Potency, µM (doses to about 46 µM), inactives show at the highest dose activity change, negative = inhibition, most hits filed as inhibitors. hit rate 2.1% among 360,000. AID 504444, 2011; further: on the % scale 0 is the no-effect control and ±100 the full control effect; nearly all actives have a fitted effect of over 60% in size
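Nrf2 activity is the BugLite luminescence, read 15 min after reagent at room temperature, following CellTiter-Fluor cytotoxicity readout (30 min, 37C). Compound titrations were applied for 18-24 h to 5000 A549 ARE_Fluc cells/well in 5% FBS OPTI-MEM.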
TGFb SMAD3 inh = qHTS for Inhibitors of TGF-b. HepG2 CAGA-GFP TGF-b/SMAD3 reporter, GFP fluorescence, 18 h; TGF-beta stimulated, 500 pg/mL final. Potency, µM (doses to about 46.1 µM), inactives show top-dose activity, negative = inhibition, usual class: inhibitors. hit rate 1.2% among 410,000. AID 588855, 2011; further: on the % scale 0 is the no-effect control and ±100 the full control effect; nearly all actives have a fitted effect of over 65% in size
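Cell-based qHTS in HEPG2 carrying a CAGA-GFP Smad reporter; compounds added before 500 pg/mL final TGF-beta, 18 h incubation at 37 degrees C, GFP fluorescence quantified per cell by imaging cytometry.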
HepG2 tox = qHTS for Inhibitors of TGF-b: Cytotox Counterscreen; HepG2 CAGA-GFP viability, ATP luminescence, 18 h; Potency, µM (titrated, usually from 46.1 µM), inactives show at the highest dose activity change, negative = cytotoxicity, usual class: cytotoxic; hit rate 0.76% among 410,000; AID 588856, 2011; further: some results filed as inactive show a strong effect at the top dose
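CellTiter-Glo luminescence gave cytotoxicity after 18 hours at 37 degrees C. The cells were HepG2 CAGA-GFP in 1% FBS DMEM, stimulated with 500 pg/mL TGF-beta after compound addition. %Activity was normalised to no-cell wells (complete cell-killing) and DMSO (no toxicity), and curves were fitted and classified.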
EPAC2 antag = qHTS for Antagonist of cAMP-regulated guanine nucleotide exchange factor 2 (EPAC2): primary screen; hit rate 0.18% among 360,000; EPAC2 GEF exchange of Rap1B-BODIPY-GDP, fluorescence; Potency, µM (titrated, usually from 114 µM), inactives show at the highest dose activity, negative = inhibition, most hits filed as inhibitors; Rap guanine nucleotide exchange factor 4 (Homo sapiens), Q8WZA2; further: on the % scale 0 is the no-effect control and ±100 the full control effect; nearly all actives have a fitted effect of over 45% in size; many of its hits are not listed in these tables
Target sequence (Q8WZA2 whole entry, looked up): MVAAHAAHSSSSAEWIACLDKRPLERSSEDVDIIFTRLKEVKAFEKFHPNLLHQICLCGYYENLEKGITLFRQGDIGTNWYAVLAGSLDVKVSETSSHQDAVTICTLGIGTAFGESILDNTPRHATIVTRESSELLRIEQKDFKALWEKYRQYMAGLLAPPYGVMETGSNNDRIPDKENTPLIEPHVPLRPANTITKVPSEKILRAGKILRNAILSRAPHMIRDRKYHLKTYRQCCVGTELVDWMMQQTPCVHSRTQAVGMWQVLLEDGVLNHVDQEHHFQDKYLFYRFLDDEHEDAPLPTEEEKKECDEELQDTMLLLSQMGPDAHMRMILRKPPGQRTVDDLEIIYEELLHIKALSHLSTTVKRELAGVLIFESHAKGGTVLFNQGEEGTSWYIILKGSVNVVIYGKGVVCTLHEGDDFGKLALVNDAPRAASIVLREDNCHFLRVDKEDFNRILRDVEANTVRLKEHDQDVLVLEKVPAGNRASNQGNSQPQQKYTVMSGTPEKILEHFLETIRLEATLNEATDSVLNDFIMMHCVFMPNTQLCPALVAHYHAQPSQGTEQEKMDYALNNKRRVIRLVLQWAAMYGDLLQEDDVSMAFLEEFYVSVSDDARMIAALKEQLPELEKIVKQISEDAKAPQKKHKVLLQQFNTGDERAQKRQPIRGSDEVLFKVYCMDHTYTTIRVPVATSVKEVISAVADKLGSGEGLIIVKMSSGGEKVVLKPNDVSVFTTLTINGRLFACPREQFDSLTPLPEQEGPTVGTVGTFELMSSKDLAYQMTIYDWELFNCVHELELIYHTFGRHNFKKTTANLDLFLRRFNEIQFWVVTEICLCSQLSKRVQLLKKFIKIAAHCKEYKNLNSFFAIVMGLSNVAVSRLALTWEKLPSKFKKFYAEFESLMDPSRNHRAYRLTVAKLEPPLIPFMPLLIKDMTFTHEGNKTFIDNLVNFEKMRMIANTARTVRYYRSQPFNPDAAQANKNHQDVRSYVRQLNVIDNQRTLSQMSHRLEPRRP
Nrf2 ARE act = qHTS of Nrf2 Activators. hit rate 0.31% among 410,000. Potency, µM (titrated, usually from 46.1 µM), for inactives: top-dose activation, most hits filed as activators. AID 624171, 2012. AREc32 ARE-luciferase reporter (MCF7-derived line), luminescence, 24 h; further: % of control where 0% means no effect; nearly all actives have a fitted effect of over 65% in size
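Luciferase luminescence (Steady-Glo, 30 min at room temperature) served as the read-out of ARE activation in AREc32 cells treated with compounds for 24 hr at 37 deg C.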
Starred values were filed as active, the others as inactive; i = inactive; ? = inconclusive; . = not tested or not shown; [ ] = another dose, or the depositor's remark. The call rests on the fitted dose curve; in most records, active means well fitted curve in the direction sought with a large enough effect; inconclusive means small, poorly fitted or top-dose-only effect, or another doubt; inactive means no such curve, though single readings can be large; an effect the other way counts as inactive or inconclusive. Potency means the concentration at half of the fitted maximal effect. An excerpt (hit frequency here may not be typical).

| SMILES | Nrf2 ARE act | TGFb SMAD3 inh | ATXN2 expr inh | S2 tox | A549 viability | Nrf2 inh | HepG2 tox | EPAC2 antag | MCF10A rerep |
| --- | --- | --- | --- | --- | --- | --- | --- | --- | --- |
| O=C(NCc1ccc(Cl)s1)c1cc(COc2c(F)cccc2F)on1 | -0.3% | -5.2% | -14.4% | i | 3.2% | -11.2% | -32.2% | 1.9% | 22.9% |
| Cc1c(Oc2ccc(C(F)(F)F)cc2[N+](=O)[O-])ccc2c3c(c(=O)oc12)CCC3 | -0.2% | 14.0% | 6.3% | i | -4.2% | ? | 5.6% | -9.2% | -0.2% |
| CCOc1ccc(-c2nonc2NC(=O)COc2ccc(C)c(C)c2)cc1OCC | 0.2% | 7.8% | -5.8% | i | 0.9% | 3.0% | -12.9% | . | . |
| CSc1nc(NC(C)=O)nc(C)c1Cl | 3.6% | 7.7% | 22.6% | i | -5.1% | 4.0% | -0.9% | -5.6% | -7.5% |
| CCN(CC)S(=O)(=O)c1ccc2[nH]cc(C(=O)NCCC3=CCCCC3)c(=O)c2c1 | 2.8% | ? | -26.7% | ? | -16.7% | ? | -44.4% | -2.9%[57.1 µM] | ? |
| CC(C)C(NC(=O)c1ccccc1F)C(=O)NCC(c1ccco1)N1CCCCC1 (centres undefined) | -1.0% | -32.4% | -18.0% | i | 0.8% | ? | -4.8% | -3.4% | -0.4% |
| COC(=O)CC1C(=O)NCCN1C(=O)CSc1nc2ccc([N+](=O)[O-])cc2s1 (centres undefined) | 7.4% | 0.6% | 2.3% | i | 1.7% | -17.4% | 2.0% | -1.2% | 0.0% |
| CC1(C)CC(=O)C2=C(C1)N(c1ccccc1)C(=O)C(C(=O)OCc1ccccc1)C2 (centres undefined) | -1.4% | 6.5% | 1.9% | i | 2.0% | 5.7% | -16.4% | -19.2% | ? |
| CCOc1ccccc1NC(=O)CCCc1nc(-c2ccccc2Cl)no1 | 0.0% | 3.8% | -9.9% | i | 0.0% | -18.0% | -6.7% | . | . |
| Cc1nc2cc(NC(=O)N3CCN(c4ccccn4)CC3)ccc2o1 | -0.1% | ? | 1.1% | i | -3.2%[1.84 µM] | -9.2% | -2.0% | -3.2% | -9.3% |

Single records (already shown). Screens in order: Nrf2 ARE act	TGFb SMAD3 inh	ATXN2 expr inh	S2 tox	A549 viability	Nrf2 inh	HepG2 tox	EPAC2 antag	MCF10A rerep
`COC(=O)CC1C(=O)NCCN1C(=O)CSc1nc2ccc([N+](=O)[O-])cc2s1` (centres undefined) as listed: 7.4%	0.6%	2.3%	i	1.7%	-17.4%	2.0%	-1.2%	0.0%
`CCOc1ccccc1NC(=O)CCCc1nc(-c2ccccc2Cl)no1` as listed: 0.0%	3.8%	-9.9%	i	0.0%	-18.0%	-6.7%	.	.

New compounds follow
| SMILES | Nrf2 ARE act | TGFb SMAD3 inh | ATXN2 expr inh | S2 tox | A549 viability | Nrf2 inh | HepG2 tox | EPAC2 antag | MCF10A rerep |
| --- | --- | --- | --- | --- | --- | --- | --- | --- | --- |
| O=C(Nc1cccc2ccccc12)c1csc([C@@H]2O[C@H](CO)[C@H](O)[C@H](O)[C@H]2O)n1 | 0.4% | 22.7% | 1.3% | i | . | . | 4.3% | 6.2% | . |
| COc1ccc(C(C(=O)NC2CCCC2)N(Cc2ccc(F)cc2)C(=O)c2ccn[nH]2)cc1OC (centres undefined) | -0.2% | 0.2% | 3.9% | i | 2.2% | 6.1% | -5.6% | -2.0% | -6.5% |
| Cc1nnc(SCC(=O)Nc2cc(C(F)(F)F)ccc2N2CCOCC2)o1 | -0.4% | -6.6% | -16.9% | ? | 1.8% | -7.0% | -17.8% | 12.7% | 0.3% |
| CCN(CC)C(=O)C1CCCN(C/C(C)=C/c2ccccc2)C1 (centres undefined) | -0.7% | 25.2% | -14.5% | i | ? | 2.7% | -19.5% | -2.2% | 7.6% |
| FC(F)(F)c1nnc(N2CCN(c3ccc(Cl)cc3)CC2)s1 | -0.3% | 2.3% | . | i | 0.0% | ? | -9.2% | 8.3% | -0.2% |
| CN(CC(=O)Nc1ccccc1Br)c1ncnc2sccc12 | 0.3% | 0.8% | -25.9%[11.3 µM] | i | -8.4% | 9.2µM* | 0.6% | 2.4% | 1.2% |
| CCOc1cc(C)c(Cl)cc1S(=O)(=O)NCc1ccc2c(c1)OCO2 | 0.0% | 2.9% | -33.9% | i | -3.1% | . | 1.8% | -11.4% | ? |
| CCN(c1ccc(NC(=O)COC(=O)CCc2nc3ccccc3n2-c2ccccc2)cc1)C(C)C | 0.2% | 31.4%[activator] | 3.9% | i | -2.0% | -12.8% | 16.8% | -9.3% | 2.7% |
| O=C(NNC(=S)NC1CC2C=CC1C2)c1ccncc1 (centres undefined) | -0.1% | 29.8% | -1.6% | i | 0.5% | -3.9% | 20.5% | -1.6% | ? |
| Cc1ccc(C2C(C#N)=C(N)SC(N)=C2C#N)c(C)c1 | -0.1% | 43.5%[activator] | 1.1% | i | -1.2% | -10.3% | -43.9% | 22.6% | ? |
| NNC(=O)c1cc2c(s1)-c1cc(Cl)ccc1SC2 | 6.8% | -23.3% | ? | i | -1.7% | 5.1% | -27.1% | -11.5% | 20.6µM* |
| CC(C)(C)OC(=O)N1CCCC1C(=O)NC(Cc1ccccc1)C(=O)O (centres undefined) | 0.1% | 4.1% | -3.3% | i | -9.6% | -10.1% | -2.9% | 3.2% | 5.4% |
| O=c1c2cn[nH]c2nc(SCc2ccc3c(c2)OCCO3)n1-c1ccccc1 | 2.6% | -16.8% | -8.9% | i | -15.6% | 20.6µM* | -24.5% | -0.5% | 24.9% |
| CCN(CC(=O)Nc1ccc(OC)cc1)C(=O)CSCc1c(C)noc1C | 0.2% | 12.1% | 2.5% | ? | -5.4% | 4.1% | -1.0% | 1.9% | 11.1% |
| CC(=O)N1CCSc2ccc(S(=O)(=O)N3CCC(C)CC3)cc21 | 3.3% | -7.2% | . | . | 8.3% | 5.8% | -12.7% | 6.8% | 4.5% |
| CCOc1ccc(OCCOCCNCCOC)cc1 | -0.2% | ? | 0.7% | i | 0.2% | 23.9% | 5.5% | 1.3% | 0.5% |
| Nc1ccc2nc(NC(=O)C3CCCCC3)sc2c1 | 2.1% | 2.0% | 74.7%[activator][11.3 µM] | i | -10.0% | ? | 7.7% | -0.3% | 3.8% |
| COc1ccc(C(=O)c2c(C)c3ccccc3n2CC(O)CNC(C)C)cc1 (centres undefined) | 5.8% | ? | ? | i | 2.9% | -2.2% | -61.3% | -9.1% | 24.3% |
| Fc1ccc(Br)cc1C1C=C(c2ccc(Br)cc2)Nc2ncnn21 (centres undefined) | -0.2% | -2.0% | -13.0% | . | ? | . | -18.4% | -0.1% | -5.3% |
| COC(=O)c1ccc(Nc2nc(-c3ccc(C)cc3)nc3ccccc23)cc1 | 1.0% | 0.0% | 9.4% | i | 1.9% | 0.8% | -17.2% | . | . |
| COc1ccc(/C=C/C(=O)OCC(=O)Nc2ccc(N3CCOCC3)cc2)cc1 | 0.2% | -3.4% | . | ? | 1.3% | -1.5% | -4.3% | 7.4% | 26.6% |
| COc1ccc(NC(=O)C(c2ccccc2)c2ccccc2)cn1 | 0.4% | 8.9% | 2.7% | i | -5.8% | 16.2% | 7.2% | -7.2% | -3.1% |
| CCOc1cccc2cc(-c3nnc(Nc4ccc(F)c(Cl)c4)s3)c(=O)oc12 | -0.8% | 11.0% | 11.1% | i | 1.2% | . | -0.4% | . | . |
| CN(C)CCCNS(=O)(=O)c1ccc(NC2CCCCCC2)c([N+](=O)[O-])c1 | 10.0% | 22.4µM* | -35.5% | i | -7.5% | ? | -171.3% | -9.6% | ? |
| O=C(CN(Cc1ccc(F)cc1)C(=O)CCC(=O)Nc1ccccn1)NCc1ccc(F)cc1 | -0.3% | 13.0% | -11.3% | i | -0.6% | ? | 9.9% | 1.1% | -3.5% |
| COc1cc(/C=C/C(C)=NNc2ccccc2)ccc1O | ? | -6.7% | -16.0% | i | 9.2% | ? | -23.3% | -10.5% | 16.4µM* |
| COc1ccccc1OCC(=O)N1CC2(C)CC1CC(C)(C)C2 (centres undefined) | 0.0% | -11.6% | 0.4% | i | -2.8% | 6.8% | 11.5% | 11.0% | 2.5% |
| CCN(CC)CCn1c(OC)cc(=O)[nH]c1=O | 0.3% | 5.3% | 8.2% | i | 9.7% | ? | -1.6% | 8.0% | ? |
| CCN(C(=O)c1c(C)oc2ncn(CC(C)C)c(=O)c12)c1cccc(Cl)c1 | -0.2% | -8.2% | 9.4% | i | -1.6% | 13.1% | -14.4% | . | . |
| COc1ccccc1C(CNC(=O)c1ccc(S(=O)(=O)NCc2ccco2)cc1)N(C)C (centres undefined) | 0.2% | 13.1% | -5.3% | i | 2.5% | 0.0% | -1.5% | -1.2% | 9.8% |
| COc1ccccc1CNC(=O)Cc1ccc(OC)c(OC)c1 | 8.1% | 18.9% | 0.4% | i | -8.5% | ? | 2.6% | 2.9% | 0.4% |
| COc1ccccc1NC(=O)Cn1c(C)nc2c(sc(=S)n2Cc2ccco2)c1=O | -0.2% | 11.0% | -7.6% | i | -0.2% | -19.1% | -11.0% | 10.8% | ? |
| CC1(C(=O)NS(=O)(=O)c2ccc(F)cc2F)CCN1C(=O)CC1CCCC1 (centres undefined) | -0.7% | -4.1% | 4.7% | i | . | . | -10.2% | -5.5% | . |
| COc1ccc(-c2nn(-c3ccc(C)cc3)c3c2cnc2ccc(C)cc23)cc1OC | -1.1% | -31.2% | 1.5% | i | 0.7% | ? | -5.8% | . | . |
| O=C(CSc1nnc(CNC(=O)c2ccco2)o1)Nc1cccc(C(F)(F)F)c1 | -0.6% | 8.4% | 8.0% | i | 14.0% | ? | 6.4% | -8.4% | -2.1% |
| COc1ccc(OC)c(Cc2nnc(CCC(=O)NCc3ccsc3)o2)c1 | 0.3% | -1.3% | 33.8% | i | -0.8% | ? | -22.3% | -8.5% | -0.4% |
| O=C(CN(Cc1ccc(Cl)cc1)C(=O)CN1C(=O)COc2ccccc21)NC1CCCC1 | 1.8% | -0.6% | 4.5% | i | -0.6% | 7.0% | -13.5% | -5.4% | 5.2% |
